Compound activity deposited in PubChem BioAssay by several laboratories.
PMI inhibition = human PMI inhibitors, high substrate, primary screen, biochemical, fluorescence intensity, high mannose 6-phosphate (AID 1220); recombinant PMI enzyme, coupled fluorescence intensity; higher % means a stronger effect; one-dose inhibition, % at 20 µM; IC50 in µM for titrated hits; actives 0.66% (n = 190,000); in the data active means inhibition above about 50%
XIAP displacement = XIAP antagonists, biochemical, IAP family, fluorescence polarization (AID 1018) | XIAP BIR domain, fluorescence polarization peptide displacement; higher % means a stronger effect | displacement, % at 20 µM; hits with a dose series show IC50 in µM | actives 0.007% (n = 200,000); in the data active means displacement above about 50%; further: a part of the inactive calls stands beside numbers as strong as those of hits
Salmonella PhoP GFP = PhoP-dependent GFP reporter repression – Salmonella Typhimurium, primary screen (AID 1863); S. Typhimurium PhoP-regulated promoter GFP reporter, 4 h; higher % means a stronger effect; one-dose inhibition, % at 50 µM; IC50 in µM for titrated hits; actives 0.16% (n = 300,000);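 active means inhibition over 29.93%, a cutoff 3 SD above the screen mean, later confirmed by dose response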;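 further: 0% = low Mg2+ inducing control and 100% = high Mg2+ repressing control; strong numbers were not always called active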
Siah-1 displacement = blockers of Siah-1 interaction with plectin peptide – biochemical, fluorescence polarization, rhodamine-plectin, uHTS, primary screen (AID 1817); one-dose displacement, % at 20 µM; IC50 in µM for titrated hits; actives 0.02% (n = 290,000); Siah-1 / rhodamine-plectin peptide fluorescence polarization; higher % means a stronger effect;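 active means displacement of at least 50% at 20 µM, with a fluorescence ratio check between 0.3 and a set limit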;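 further: plate controls were Siah plus tracer with DMSO for no effect and tracer alone without Siah for full effect; strong numbers were not always called active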
West Nile virus CPE = inhibition of WNV-induced cytopathic effect – cell-based, CPE readout (AID 1621); West Nile virus-infected cells, CPE inhibition; higher % means a stronger effect; CPE inhibition, % at 10 µM, or IC50 in µM where a hit was titrated; actives 0.02% (n = 290,000); in the data active means a potency from the dose series; further: strong numbers were not always called active
M1AAP inhibition = P. falciparum M1AAP inhibitors, biochemical, fluorogenic H-Leu-NHMec substrate, 1536-well (AID 1445); recombinant M1AAP, H-Leu-NHMec fluorogenic kinetic assay; higher % means a stronger effect; one-dose inhibition, % at 30 µM; IC50 in µM for titrated hits; actives 0.42% (n = 220,000);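 active means primary inhibition above the hit cutoff, then over 50% inhibition at one or more dose response concentrations, cut at about 23% in these data, passing the limit was not always enough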;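 further: plate controls were DMSO full reaction for no effect and no enzyme background for full effect; strong numbers were not always called active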
ER stress rescue = rescue of cells from ER stress-induced death, primary screen, 384-well, CSM14.1, thapsigargin, ATP luminescence (AID 1222) | CSM14.1 thapsigargin-induced death rescue, ATP luminescence; higher % means a stronger effect | one-dose cellular ATP content (survival), % at 20 µM; EC50 in µM for titrated hits | 190,000 tested, under 10 active;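 active means EC50 below 50 µM in the dose-response confirmation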;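 further: death triggered by thapsigargin at about 15 µM added after 2 h compound pretreatment; cell ATP read after overnight thapsigargin exposure of roughly 18 to 22 hours; normalized against plate controls of thapsigargin alone and 5% DMSO vehicle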
M17LAP inhibition = P. falciparum M17LAP inhibitors, primary screen, biochemical, fluorogenic H-Leu-NHMec substrate, 1536-well (AID 1619). recombinant M17LAP, H-Leu-NHMec fluorogenic kinetic assay; higher % means a stronger effect. inhibition, % at 30 µM, or IC50 in µM where a hit was titrated. actives 0.38% (n = 220,000);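 active means compound inhibiting the enzyme by more than half at any dose during confirmatory dose-response retesting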;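 further: plate controls were full reaction with DMSO carrier for no effect and no enzyme background for full effect; strong numbers were not always called active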
Yfh1-depleted yeast = mitochondrial function rescue without frataxin homolog – Friedreich's ataxia, plus single-dose screen, dose response (AID 1465) | S. cerevisiae Yfh1-off respiration, WST-1 reduction, 72 h; higher fold induction means a stronger effect | one-dose fold induction at 50 µM; EC50 in µM for titrated hits | actives 0.074% (n = 220,000);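 active means fold induction of absorbance versus untreated yeast above a set limit, then at least 30% activation at any dose in follow-up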;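 further: activators that raise dye reduction in frataxin-depleted yeast; strong numbers were not always called active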
An asterisk follows results filed as active; i = inactive; . = not tested or not shown.

SMILES	PMI inhibition	XIAP displacement	Salmonella PhoP GFP	Siah-1 displacement	West Nile virus CPE	M1AAP inhibition	ER stress rescue	M17LAP inhibition	Yfh1-depleted yeast
COc1ccc(CNCCC2(C(C)C)CCOC(C)(C)C2)cc1 (stereo unspecified)	.	.	-3%	-10%	-0.6%	-1%	.	8%	i
COCCNC(=S)N1CCC(c2nc(-c3ccc(N(C)C)cc3)no2)CC1	0%	3.0%	-4%	-4%	-1.3%	6%	3.8%	1%	i
O=C(c1nn(Cc2ccccc2)c(=O)c2ccccc12)N1CCN(C/C=C/c2ccccc2)CC1	11%	-2.1%	6%	-3%	0.4%	-2%	2.8%	2%	i
O=C(Nc1sc2c(c1C(=O)NCc1ccco1)CCCC2)c1ccc2c(c1)OCO2	-12%	-2.2%	-4%	1%	0.8%	14%	-3.2%	26%	i
c1ccn(-c2ncnc3sc4c(c23)CCCC4)c1	10%	1.0%	6%	2%	0.3%	4%	1.6%	12%	i
COC(=O)c1ccc(/C=C/C(=O)c2ccc(OC)c(OC)c2)cc1	8%	-3.0%	3%	3%	0.0%	5%	20%	-3%	i
CCCC(=O)Nc1ccc(C(=O)NNC(=O)c2ccccc2Br)cc1	7%	-6.5%	9%	0%	-0.7%	4%	2.9%	7%	i
CS(=O)(=O)c1ccc2nc(NC(=O)c3ccc(=O)[nH]c3)sc2c1	.	.	1%	2%	0.2%	13%	.	-14%	i
Cc1cc(NC(=O)c2cc(-c3ccc(C)c(C)c3)nc3ccccc23)no1	14%	-4.7%	10%	3%	-0.7%	-3%	-1.9%	-8%	i
CC1CCCN(S(=O)(=O)c2ccc(NC(=O)c3cccc(-n4cnnn4)c3)cc2)C1 (stereo unspecified)	12%	1.0%	0%	-1%	-0.3%	3%	1.5%	3%	i
NC(=O)NN=C1C2CCCC1C(c1ccccc1)NC2c1ccccc1 (stereo unspecified)	.	.	-1%	7%	-1.0%	6%	.	4%	i
COc1ccc(/C=N/Nc2nc3ccccc3c(=O)[nH]2)cc1	-9%	-2.4%	1%	-2%	.	7%	-3.4%	-21%	.
CC(NC(=O)CN1C(=O)NC(Cc2ccccc2)(Cc2ccccc2)C1=O)C12CC3CC(CC(C3)C1)C2 (stereo unspecified)	8%	-1.2%	-2%	-3%	-0.2%	-3%	0.2%	-3%	i
CCOc1cccc(-c2nnc3sc(-c4cc(OC)c(OC)cc4OC)nn23)c1	-4%	0.8%	.	6%	.	.	0.8%	.	.
COc1cc(CN2CCN(c3cccc(C)c3C)CC2)cc(Br)c1O	13%	-7.4%	8%	-1%	-0.7%	2%	-3.4%	-1%	i
CC(C)OCCCNc1nc2c([nH]1)c(=O)n(C)c(=O)n2C	-1%	-4.6%	-7%	1%	0.3%	0%	-1.3%	1%	i
COC(=O)c1ccccc1NC(=O)CSc1nncn1C	-5%	-1.1%	2%	0%	-0.7%	-4%	-0.3%	-8%	i
NC(=O)CC(NC(=O)Cc1cccc2ccccc12)c1ccc(NCCc2cccc(F)c2)c([N+](=O)[O-])c1 (stereo unspecified)	.	.	3%	-8%	-0.1%	1%	.	2%	i
NS(=O)(=O)c1ccc(NC(=O)CSc2nnc(COc3ccccc3Cl)n2C2CC2)cc1	-2%	-9.1%	-14%	-4%	1.4%	1%	1.2%	2%	i
CSc1nc(C)c(CCOCc2ccccc2)c(=O)[nH]1	10%	-1.6%	-7%	5%	-0.3%	12%	-2.9%	10%	i
CCOC(=O)c1c(C)[nH]c(C(=O)COC(=O)COc2ccccc2C)c1C	6%	-8.3%	-22%	0%	0.0%	5%	-3.8%	1%	i
Cc1ccc(NC(=O)Nc2cc(S(=O)(=O)N(C)C)ccc2C)cc1	10%	-5.3%	6%	-2%	-1.1%	-1%	0.2%	-1%	i
CCOC(=O)N1CCN(C(=S)Nc2ccccc2C(C)C)CC1	-3%	-3.8%	5%	7%	0.5%	2%	4.7%	8%	i
COc1ccc(C2(O)CCN(C(=O)c3c(F)cccc3F)CC2)cc1	-2%	-2.5%	5%	0%	0.2%	3%	-1.3%	-2%	i
Cc1cccc(NC(=O)c2ccc(NCC3CCCO3)c([N+](=O)[O-])c2)n1 (stereo unspecified)	-5%	-1.8%	-2%	-1%	-0.8%	0%	-0.7%	2%	i

Brought forward from above: three entries, then new ones.
SMILES	PMI inhibition	XIAP displacement	Salmonella PhoP GFP	Siah-1 displacement	West Nile virus CPE	M1AAP inhibition	ER stress rescue	M17LAP inhibition	Yfh1-depleted yeast
CCOC(=O)N1CCN(C(=S)Nc2ccccc2C(C)C)CC1	-3%	-3.8%	5%	7%	0.5%	2%	4.7%	8%	i
COc1ccc(C2(O)CCN(C(=O)c3c(F)cccc3F)CC2)cc1	-2%	-2.5%	5%	0%	0.2%	3%	-1.3%	-2%	i
Cc1cccc(NC(=O)c2ccc(NCC3CCCO3)c([N+](=O)[O-])c2)n1 (stereo unspecified)	-5%	-1.8%	-2%	-1%	-0.8%	0%	-0.7%	2%	i
O=C(COC(=O)c1c2c(nc3ccccc13)/C(=C\c1cccs1)CCC2)Nc1ccccc1Cl	22%	-4.8%	15%	37%	-0.9%	1%	-1.9%	4%	i
O=C(CCc1ccccc1)Nc1c(F)c(F)c(F)c(F)c1F	6%	-2.5%	3%	-2%	0.0%	-1%	-1.5%	7%	i
Cc1cc(C)c(S(=O)(=O)N2CCCOC2CNC(=O)C(=O)NCCCn2ccnc2)c(C)c1 (stereo unspecified)	0%	-1.7%	-9%	-1%	1.5%	5%	0.4%	-1%	i
COc1ccc(NC(=O)C(c2ccc(OC)cc2)N(C)C(=O)CC2NC(=O)NC2=O)cc1 (stereo unspecified)	5%	-1.8%	6%	3%	-0.4%	0%	-2.9%	9%	i
O=C(COC(=O)c1ccco1)Nc1ccc(Br)cc1	3%	-2.0%	2%	-1%	-0.1%	2%	0.8%	14%	i
Cc1sc2ncnc(NCCCN3CCCC3=O)c2c1C	-6%	0.6%	1%	-3%	-0.9%	-2%	1.1%	56%	i
CCN1CCN(c2cc(C(C)(C)C)nc3c(-c4ccccc4)c(C)nn23)CC1	14%	-5.6%	0%	-3%	-0.1%	11%	-0.8%	6%	i
CCNC(=O)c1ccc(-n2nc(C)cc2-c2ccccc2)cc1	5%	-2.0%	11%	4%	0.6%	-6%	5.1%	9%	i
COCCCNC(=O)c1ccccc1NS(=O)(=O)c1ccc(C)cc1	3%	-6.4%	-7%	2%	0.3%	-3%	-0.2%	-9%	i
COc1ccc(Cn2c(C)nnc2-c2cnn(C)c2N)cc1	3%	-9.9%	-6%	-5%	0.0%	22%	-0.6%	-5%	i
Cn1cccc1Cc1nnc(SCC(=O)Nc2ccccc2)n1-c1ccc(F)cc1	18%	-5.3%	3%	1%	0.6%	5%	.	17%	i
O=C(c1ccccn1)N(Cc1ccco1)C1(C(=O)NC2CCCC2)CCCCC1	-1%	-3.4%	-4%	0%	-0.8%	17%	-1.5%	4%	i
Cc1oc(-c2ccoc2)nc1CN(CC1CCC(=O)N1)C(C)C (stereo unspecified)	-1%	-2.6%	-4%	3%	0.2%	7%	0.5%	20%	i
O=C(NCCc1ccccc1)c1c(F)cccc1F	10%	-1.8%	-4%	-7%	-0.2%	-1%	-1.4%	-6%	i
CC(=O)NC1=NN(c2ccccc2)C(=O)C1	-8%	-3.9%	4%	-2%	0.0%	3%	-1.2%	4%	i
CC(=O)Oc1ccc(C(=O)Nc2cc(C)ccc2NC(=O)COc2ccccc2)cc1	5%	-6.5%	-5%	0%	.	3%	8.6%	3%	.
CC(C)[C@H](NS(=O)(=O)c1ccccc1)C(=O)OCn1nnc2ccccc2c1=O	-2%	-2.9%	-7%	-5%	0.4%	1%	5.1%	-9%	i
O=C(c1ccc2c(c1)OCO2)C1CCCN(C(=O)Nc2ccc(F)cc2F)C1 (stereo unspecified)	4%	2.3%	-4%	-3%	-0.5%	7%	1.0%	14%	i
O=C(COC(=O)c1ccc(Cl)cc1O)NC(=O)C1CCCCC1	0%	-10%	0%	-1%	0.3%	-2%	-1.3%	-4%	i
O=C(Cn1cc(SCc2ccc(F)cc2)c2ccccc21)N1CCOCC1	11%	-2.4%	-8%	-2%	-0.6%	10%	-3.0%	5%	i
N#C/C(=C\C1=C(N2CCOCC2)C(=C\c2ccc(Cl)cc2)/CC1)C(=O)Nc1ccccc1F	-1%	-0.3%	0%	12%	0.1%	-3%	-3.9%	-2%	i
COC(=O)[C@@H]1C[C@@]2(O)[C@H](O)[C@H](O)[C@H](O)C[C@H]2N1Cc1ccc(C)s1	.	.	-4%	12%	0.2%	3%	.	10%	i
CC(c1nccs1)N(C)C(=O)CCc1nnc(CCc2ccccc2)o1 (stereo unspecified)	0%	2.4%	0%	0%	-0.2%	-1%	-1.0%	3%	i
CC(=O)OC(C)CS(=O)(=O)c1ccccc1 (stereo unspecified)	-4%	-5.3%	3%	1%	0.7%	4%	0.1%	-3%	i
COc1ccccc1Nc1nc(N)nc(CSC(=S)N2CC(C)CC(C)C2)n1 (stereo unspecified)	10%	-5.4%	-1%	-11%	-1.4%	-3%	0.0%	-6%	i
SMILES	PMI inhibition	XIAP displacement	Salmonella PhoP GFP	Siah-1 displacement	West Nile virus CPE	M1AAP inhibition	ER stress rescue	M17LAP inhibition	Yfh1-depleted yeast
CCOc1cc(S(=O)(=O)NC2CC2)c(OCC)cc1-n1cnnn1	0%	-5.0%	-3%	4%	-0.7%	2%	1.7%	-28%	i
Cc1nc2sc(C(=O)c3ccccc3)c(N)c2c(C)c1C	-8%	-7.0%	2%	0%	-0.1%	1%	-8.9%	3%	i
Fc1ccccc1COc1ccc(-c2nnn(Cc3ccccc3F)n2)cc1	3%	-3.5%	1%	2%	0.4%	5%	1.2%	-6%	i
Cc1nn(-c2ccccc2)c(Cl)c1C1C(C#N)=C(N)Oc2c1c(C)nn2-c1ccccc1 (stereo unspecified)	9%	-16%	5%	0%	0.3%	-1%	-2.6%	14%	i
Cc1cc(C)n(C(=O)c2ccc(NC(=O)CC(C)C)cc2)n1	1%	-5.9%	-5%	-1%	-0.5%	2%	-0.6%	-10%	i
COc1ccc(Cl)cc1NC(=S)N(CCCN1CCOCC1)Cc1cn(C)c2ccccc12	14%	-6.1%	2%	-2%	0.7%	2%	-0.3%	-24%	i
COC(=O)C(C(=O)OC)=C(/C=C/C=C/N(C)C)N(C)C	13%	8.4%	-5%	-2%	0.6%	14%	0.9%	16%	i
COC(=O)C1=C(C)N(C)C(=S)NC1c1c(OC)ccc2ccccc12 (stereo unspecified)	-39%	-17%	-2%	4%	0.5%	6%	-1.3%	-2%	i
Cn1c(/C(C#N)=C(\O)COc2ccc3ccccc3c2)nc2ccccc21	9%	-3.8%	-7%	-5%	0.1%	0%	-1.6%	-6%	i
CCn1nc(C)c(NC(=O)/C=C/c2ccc(OC)c(COc3ccc(Br)cc3)c2)c1C	10%	-0.6%	2%	-9%	3.3%	-13%	-2.2%	-1%	i
